MCF10A rereplic: A quantitative high throughput screen for small molecules that induce DNA re-replication in MCF 10a normal breast cells | MCF 10A DNA re-replication, Hoechst nuclear intensity, 48 h | Potency, µM (titrated, usually from 46.1 µM), without a hit: top-dose activity, positive = re-replication, actives largely listed as activators | hit rate 2.9% among 350,000 | AID 624296, 2012; note: % of control where 0% means no effect; nearly all actives have a fitted effect of over 50% in size
TGFb inhibitor: qHTS for Inhibitors of TGF-b; HepG2 CAGA-GFP TGF-b/SMAD3 reporter, GFP fluorescence, 18 h; TGF-beta stimulated, 500 pg/mL final; Potency, µM (titrated, usually from 46.1 µM), for inactives: at the highest dose activity, negative = inhibition, actives largely listed as inhibitors; hit rate 1.2% among 410,000; note: % is set by controls: 0 for no effect and ±100 for the full control effect; nearly all actives have a fitted effect of over 65% in size
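Smad-responsive CAGA-GFP expression was quantified in HEPG2 cells exposed to compounds and 500 pg/mL final TGF-beta for 18 h at 37 degrees C; unstimulated wells defined full inhibition.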
Nrf2 block: Nrf2 qHTS screen for inhibitors | A549 ARE-Fluc reporter, luciferase luminescence, 18-24 h | Potency, µM (top dose mostly 46 µM), inactives show at the top dose activity change, negative = inhibition, most hits filed as inhibitors | hit rate 2.1% among 360,000; note: % is set by controls: 0 for no effect and ±100 for the full control effect; nearly all actives have a fitted effect of over 60% in size
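Concentration-response testing used A549 ARE_Fluc cells at 5000 cells/well. Following an 18-24 h compound incubation, viability was read by fluorescence (Ex 405/Em 525) and luciferase output by luminescence.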
S2 tox: Viability Counterscreen for Primary qHTS for Inhibitors of ATXN expression. S2 cells (HEK-293 line with an ATXN2-luciferase reporter) viability, CellTiter-Fluor protease fluorescence, 24 h. Potency, µM (titrated, usually from 56.7 µM), actives largely listed as cytotoxic. hit rate 0.49% among 400,000. AID 651635, 2014; note: nearly all actives have a fitted effect of over 40% in size
HepG2 viability: qHTS for Inhibitors of TGF-b: Cytotox Counterscreen | hit rate 0.76% among 410,000 | HepG2 CAGA-GFP viability, ATP luminescence, 18 h | Potency, µM (doses to about 46.1 µM), without a hit: at the top dose activity change, negative = cytotoxicity, most hits filed as cytotoxic; note: some results filed as inactive show a strong effect at the top dose
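HepG2 CAGA-GFP cells (1000/well, DMEM with 1% FBS) received compound, then TGF-beta at 500 pg/mL final, and were incubated 18 hours at 37 degrees C. Viability was read by CellTiter-Glo luminescence. Media-only wells were set as complete cell-killing and DMSO as no toxicity.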
ATXN2 expr inh: Primary qHTS for Inhibitors of ATXN expression; HEK-293 ATXN2-luciferase reporter, luminescence, 24 h; AID 1745845, 2022; hit rate 0.72% among 360,000; Potency, µM (titrated, usually from 57 µM), for inactives: at the highest dose activity change, negative = inhibition, usual class: inhibitors; note: % is set by controls: 0 for no effect and ±100 for the full control effect; nearly all actives have a fitted effect of over 55% in size
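ATXN2-luciferase reporter cells (luciferase flanked by upstream and downstream ATXN2 gene portions) were treated 24 h at 37 °C with compounds at up to 57 uM. SteadyGlo luminescence gave expression; GF-AFC fluorescence gave viability.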
EPAC2 antagonist: qHTS for Antagonist of cAMP-regulated guanine nucleotide exchange factor 2 (EPAC2): primary screen; EPAC2 GEF exchange of Rap1B-BODIPY-GDP, fluorescence; Potency, µM (doses to about 114 µM), for inactives: top-dose activity, negative = inhibition, actives largely listed as inhibitors; hit rate 0.18% among 360,000; note: % is set by controls: 0 for no effect and ±100 for the full control effect; nearly all actives have a fitted effect of over 45% in size; many of its hits are not listed in these tables
Target sequence (Q8WZA2 whole entry, looked up): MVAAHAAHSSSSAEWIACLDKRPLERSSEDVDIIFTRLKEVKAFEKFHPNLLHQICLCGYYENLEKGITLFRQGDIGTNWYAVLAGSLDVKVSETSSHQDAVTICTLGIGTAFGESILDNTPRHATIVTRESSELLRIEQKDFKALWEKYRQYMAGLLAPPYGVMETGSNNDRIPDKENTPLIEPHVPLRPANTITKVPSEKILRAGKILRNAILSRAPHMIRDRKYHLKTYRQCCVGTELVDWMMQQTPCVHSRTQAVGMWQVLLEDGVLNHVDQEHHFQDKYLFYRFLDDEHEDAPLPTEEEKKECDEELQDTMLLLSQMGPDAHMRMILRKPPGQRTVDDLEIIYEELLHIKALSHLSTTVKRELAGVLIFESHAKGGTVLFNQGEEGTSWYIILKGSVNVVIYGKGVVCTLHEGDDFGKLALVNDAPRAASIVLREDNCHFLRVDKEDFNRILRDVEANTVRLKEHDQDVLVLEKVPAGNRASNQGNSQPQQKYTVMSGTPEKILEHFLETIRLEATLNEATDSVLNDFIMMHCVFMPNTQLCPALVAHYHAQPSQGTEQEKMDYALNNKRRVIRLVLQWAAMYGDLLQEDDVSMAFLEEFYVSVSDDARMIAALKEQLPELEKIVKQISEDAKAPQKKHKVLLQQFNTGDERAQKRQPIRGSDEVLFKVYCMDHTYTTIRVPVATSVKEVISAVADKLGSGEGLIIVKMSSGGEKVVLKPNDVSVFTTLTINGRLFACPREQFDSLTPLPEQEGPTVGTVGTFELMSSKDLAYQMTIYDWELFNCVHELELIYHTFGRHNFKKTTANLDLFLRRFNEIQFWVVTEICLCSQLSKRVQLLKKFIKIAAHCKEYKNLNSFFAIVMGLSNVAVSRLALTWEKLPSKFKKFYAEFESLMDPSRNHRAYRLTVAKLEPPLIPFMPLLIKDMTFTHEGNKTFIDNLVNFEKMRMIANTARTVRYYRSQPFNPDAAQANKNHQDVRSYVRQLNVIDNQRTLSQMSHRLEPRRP
Nrf2 activator: qHTS of Nrf2 Activators; hit rate 0.31% among 410,000; Potency, µM (titrated, usually from 46.1 µM), inactives show top-dose activation, most hits filed as activators; AREc32 ARE-luciferase reporter (MCF7-derived line), luminescence, 24 h; note: % of control where 0% means no effect; nearly all actives have a fitted effect of over 65% in size
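Nrf2 activation is followed as ARE-luciferase induction in the AREc32 line after one day of compound treatment; luminescence is read with Steady-Glo.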
A549 tox: Nrf2 qHTS screen for inhibitors: counterscreen for cytotoxicity. A549 ARE-Fluc cells, CellTiter-Fluor viability, 18-24 h. hit rate 0.16% among 390,000. Potency, µM (top dose mostly 46 µM), for inactives: top-dose activity change, negative = cytotoxicity, hits mostly inhibitors; note: % is set by controls: 0 for no effect and ±100 for the full control effect
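A549 ARE-Fluc cells in 5% FBS OPTI-MEM, 5000 cells/well, rested 2 h then exposed to compounds in concentration-response for 18-24 h at 37 °C. Viability by CellTiter-Fluor fluorescence (Ex 405/Em 525) after 30 min; luciferase luminescence (BugLite, 15 min, RT) read afterwards.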
* marks the source's active call; other numbers are inactive results; i = inactive; ? = inconclusive; . = no result given; & = joins results of further samples; ! = a repeat was not active; [ ] = dose if it differs, or a comment. Calls come from the whole dose curve; as a rule, active = well fitted curve in the direction sought with a large enough effect; inconclusive = small, poorly fitted or top-dose-only effect, or another doubt; inactive = no such curve, though single readings can be large; an effect the other way counts as inactive or inconclusive. Potency is the fitted concentration of half-maximal effect. This is a subset. The share of hits here may be higher or lower than overall.

molecule,MCF10A rereplic,TGFb inhibitor,Nrf2 block,S2 tox,HepG2 viability,ATXN2 expr inh,EPAC2 antagonist,Nrf2 activator,A549 tox
CC1(C(=O)Nc2ccc3c(c2)OCCO3)CCC(=O)N1CCc1c[nH]c2ccccc12 (configuration not stated),.,3%,.,i,-18%,0%,-1%,0.7%,.
CC(C)N(Cc1ccccc1)S(=O)(=O)c1ccc(F)cc1,5%,-6%,?,i,-16%,-15%,-13%,-0.2%,1%
CC1CCCC(C)N1C(=O)COC(=O)Cc1ccc(F)cc1 (configuration not stated),7%,37%[activator],4%,i,8%,12%,4%,-0.1%,0%
O=C(O)CN1C(=O)c2cccc3c(Br)ccc1c23,2%,-5%,-5%,i,0%,7%,-4%,0.4%,-1%
COc1ccc(Cc2nnc(N/N=C/c3ccccc3O)[nH]c2=O)cc1OC,10µM*,-19%,?,?,-1%,3.5µM*,-7%,-0.1%,0%
CC(NC(=O)OC(C)(C)C)C(=O)N1CCCC1C(=O)NC(Cc1ccccc1)C(N)=O (configuration not stated),2%,4%,-3%,i,-4%,-2%,5%,0.3%,-15%
CCN(c1ccc(OC)cc1)S(=O)(=O)c1ccc(-c2ccc(=O)[nH]n2)o1,-1%,3%,0%,i,-25%,.,-12%,3.7%,1%
COc1ccc(S(=O)(=O)N(CC(=O)Nc2ccc(F)c(Cl)c2)c2ccc(C)cc2)cc1OC,.,-17%,.,?,-37%,-19%,.,-0.5%,-1%
COc1ccc(S(=O)(=O)NCC2CCCN(CC(C)(C)C)C2)cc1 (configuration not stated),?,3%,-11%,i,-9%,-24%,1%,-0.5%,2%
O=C(Nc1ccc(Cl)cc1Cl)C1=Cc2ccccc2OC1,16%,18%,?,i,-11%,79%[activator],-3%,19%,9%
CN(c1ccc(C(=O)N2CCCCCC2)cc1)S(=O)(=O)c1ccc(Cl)cc1,2%,-33%,23µM*,i,0%,-19%,-4%,-0.7%,-9%
CCN(CC(=O)NCc1cccs1)C(=O)c1ccc(NS(=O)(=O)c2ccc(F)cc2)cc1,8%,-10%,-5%,i,-9%,-6%,4%,0.4%,-2%
C/C(=N\NC(=O)c1ccc(Cn2cc(Br)cn2)o1)c1cccc(NC(=O)C(C)C)c1,5%,7%,-27%,i,-10%,-6%,-3%,3.2%,-3%
COc1ccc(S(=O)(=O)N2CCCC2)cc1OC,-1%,-24%,10%,i,-14%,2%,5%,-0.2%,3%
CCc1nnc(SCc2cc(C)ccc2C)c2cc3sc(C)cc3n12,.,?,.,.,-15%,.,.,0.5%,?
Cc1cccc(NC(=O)CCNS(=O)(=O)c2cc(Br)cnc2N)c1C,-2%,-8%,-1%,i,-29%,-1%,13%,-0.9%,1%
O=C(Nc1ccccc1F)c1cc(Cl)sc1Cl,0%,2%,?,i,18%,23%,-14%,?,6%
CNC(=S)N(C1=NCC(c2ccc([N+](=O)[O-])cc2)S1)c1ccccc1 (configuration not stated),8%,2%,?,i,-8%,0%,-5%,6.8%,-6%
Cc1cc(NC(=O)c2ccc(S(=O)(=O)N(C)C)cc2)n(-c2ccccn2)n1,1%,2%,10%,?,3%,-1%,6%,-0.3%,-1%
O=C(CSCC(=O)OCC(=O)N1CCN(C(=O)c2ccco2)CC1)Nc1ccc(Cl)cc1,.,-1%,.,i,-21%,.,12%,-0.1%,.

Some of these compounds in order of the TGFb inhibitor value, rising:
mol | TGFb inhibitor | EPAC2 antagonist | Nrf2 activator
Cc1cccc(NC(=O)CCNS(=O)(=O)c2cc(Br)cnc2N)c1C | -8% | 13% | -0.9%
O=C(O)CN1C(=O)c2cccc3c(Br)ccc1c23 | -5% | -4% | 0.4%
O=C(CSCC(=O)OCC(=O)N1CCN(C(=O)c2ccco2)CC1)Nc1ccc(Cl)cc1 | -1% | 12% | -0.1%
Cc1cc(NC(=O)c2ccc(S(=O)(=O)N(C)C)cc2)n(-c2ccccn2)n1 | 2% | 6% | -0.3%
CCN(c1ccc(OC)cc1)S(=O)(=O)c1ccc(-c2ccc(=O)[nH]n2)o1 | 3% | -12% | 3.7%

(next part)
molecule,MCF10A rereplic,TGFb inhibitor,Nrf2 block,S2 tox,HepG2 viability,ATXN2 expr inh,EPAC2 antagonist,Nrf2 activator,A549 tox
CCN(c1ccccc1)S(=O)(=O)c1ccc(N2CCN(c3ccccc3O)CC2)nc1,-4%,?,?,i,-22%,-3%,-10%,2.1%,-9%
O=C(Nc1ccc2[nH]c(=O)[nH]c2c1)C(F)(F)F,-29%,12%,2%,i,1%,8%,-2%,2.7%,0%
CCC(Sc1ncc(S(=O)(=O)c2ccc(Cl)cc2)c(=O)[nH]1)C(=O)Nc1ccc(OC)cc1 (configuration not stated),.,2%,6%,i,6%,5%,.,-2.2%,3%
O=C(CN1C(=O)CCc2cc(S(=O)(=O)N3CCOCC3)ccc21)NCc1ccc(F)cc1,.,?,.,i,-9%,2%,.,-0.3%,2%
COC(=O)Nc1ccc2c(c1)ncn2C1CCCCC1,10%,18%,?,.,-23%,.,-6%,0.5%,0%
C/C(=N\NC=O)c1ccncc1,-21%,-9%,-6%,i,-93%,5%,2%,-0.5%,7%
CCOC(=O)C(C(=O)OCC)C(CC(=O)C1CC1)c1ccccc1 (configuration not stated),-9%,6%,20%,i,-2%,-7%,-2%,-0.6%,-6%
CC(=O)[C@]1(O)Cc2c(O)c3c(c(O)c2[C@@H](O[C@H]2C[C@H](N)[C@H](O)[C@H](C)O2)C1)C(=O)c1ccccc1C3=O,2%&-15%,28%,.,.,-107%,13µM*!,105%[activator],-2.6%,?
Cc1cccc(NC(=O)CSc2nnc(CCC(=O)Nc3ccc(C)c(Cl)c3)n2C)c1,-24%,-18%,16%,i,-31%,-4%,-8%,1.5%,2%
Cc1cccc(OCCNC(=O)c2ccc(Oc3ccc(C(F)(F)F)cc3[N+](=O)[O-])cc2)c1,7%,-16%,?,?,-6%,?,-11%,0.0%,-8%
C=CCOc1ccc(/C=C/C(=O)OCC(=O)N2CCN(S(=O)(=O)c3ccc(C)cc3C)CC2)cc1,1%,-5%,17%,?,-10%,.,-10%,-0.6%,-8%
Cn1nc(-c2ccc(Cl)cc2)c2cc(C(=O)N3CCN(C(=O)c4ccco4)CC3)sc21,-3%,-2%,-3%,i,-5%,9%,-14%,4.2%,2%
CCOc1cc(NC(=O)c2ccco2)c(OCC)cc1NC(=O)CCC(=O)NCc1cccnc1,8%,-14%,1%,i,1%,5%,9%,3.1%,?
O=C(CCCN1C(=O)/C(=C/c2ccccc2Cl)SC1=S)NNC(=O)c1ccccc1Cl,?,-9%,18µM*,i,1%,?,13%,-2.2%,-10%
C[C@@H](C(=O)NCC1CCCO1)N1C(=O)N2CCc3c([nH]c4ccccc34)[C@@]2(C)C1=O (some centres not stated),-4%,18%,-20%,i,-5%,2%,6%,-0.5%,-4%
S=C(c1ccc2c(c1)OCO2)N1CCOCC1,?,-10%,12%,i,-49%,8%,4%,-0.9%,-2%
Cn1c(CN2CCOCC2)nnc1SCC(N)=O,-4%,7%,3%,i,-3%,-4%,-7%,0.1%,-4%
Cc1ccc(NS(=O)(=O)c2c(C(=O)N3CCCCCC3)c(C)n(C)c2C)c(Cl)c1,4%,-5%,22%,?,-10%,6%,-6%,-0.2%,1%
CCC(C(=O)N1CCc2cc(OC)c(OC)cc2C1)c1ccccc1 (configuration not stated),?,3%,?,i,-2%,2%,8%,1.7%,5%
O=C(Nc1ccccc1C(=O)N/N=C/c1ccncc1)c1ccccc1,-4%,4%,?,i,5µM*,34%,6%,4.5%,-2%

Taken from the entries so far (2 entries):
molecule,MCF10A rereplic,TGFb inhibitor,Nrf2 block,S2 tox,HepG2 viability,ATXN2 expr inh,EPAC2 antagonist,Nrf2 activator,A549 tox
CCC(C(=O)N1CCc2cc(OC)c(OC)cc2C1)c1ccccc1 (configuration not stated),?,3%,?,i,-2%,2%,8%,1.7%,5%
O=C(Nc1ccccc1C(=O)N/N=C/c1ccncc1)c1ccccc1,-4%,4%,?,i,5µM*,34%,6%,4.5%,-2%

The listing continues:
molecule,MCF10A rereplic,TGFb inhibitor,Nrf2 block,S2 tox,HepG2 viability,ATXN2 expr inh,EPAC2 antagonist,Nrf2 activator,A549 tox
COC(=O)c1ccc(N(CC(=O)NC2CCCC2)C(=O)CNC(=O)c2cccs2)cc1,2%,-39%,3%,i,-31%,-16%,-1%,0.1%,2%
CC1CCN(c2c(NCc3ccc(C(=O)N4CCc5ccccc54)cc3)c(=O)c2=O)CC1,3.7µM*,?,-3%,?,2%,-26%,-1%,-0.3%,-8%
CCOC(=O)c1cc2c(=O)n3ccccc3nc2n(C)c1=NC(=O)c1c(-c2c(F)cccc2Cl)noc1C,23µM*,6%&-11%,?,i,-5%&-30%,9%&11%,0%,-0.8%&0.0%,-6%&5%
COc1cc(NC(=O)c2ccc(F)cc2)c(OC)cc1NC(=O)CN1CCCCC1,6%,5%,?,i,-16%,-8%,2%,-0.2%,-19%
CCn1cc(/C=C/C(=O)Nc2ccn(Cc3c(F)c(F)c(F)c(F)c3F)n2)cn1,17%,2%,5%,i,2%,13%,4%,2.3%,2%
C=CCn1c(NCCOC)nc2c1c(=O)n(C)c(=O)n2C,2%,1%,-3%,i,-9%,-3%,0%,-0.7%,-6%
CC(C)(C)NC(=O)C(c1ccncc1)N(C(=O)Cn1nnc(-c2ccc(F)cc2)n1)c1ccccc1F (configuration not stated),15%,2%,-18%,i,-16%,-3%[11.3 µM],-3%,-0.5%,1%
Cc1cc(C)cc(OC(=O)COc2ccccc2C)c1,2%,0%,8%,i,5%,3%,2%,-1.1%,3%
CC(C)(C)c1ccc(OCCC(=O)Nc2cccc(S(=O)(=O)N3CCCC3)c2)cc1,?,?,?,?,-28%,?,?,2.3%,-14%
Cc1ccc(C)c(N(CC(=O)N(C)C)S(C)(=O)=O)c1,-1%,-8%,5%,i,-36%,-2%,2%,-0.1%,-14%
CC(Sc1nnc(-c2ccncc2)n1C)C(=O)Nc1ccc(N2CCOCC2)cc1 (configuration not stated),-2%,-4%,8%,i,-6%,0%,-6%,1.5%,5%
CCS(=O)(=O)N1CC(=O)N(c2ccccc2C)C(C)(C(=O)NC2CCCCC2)C1 (configuration not stated),.,0%,0%,.,0%,.,.,0.1%,-1%
